Coupling enz – coupling enzyme interference in Giardia aldolase counter-screen. coupling enzyme system counterscreen, AmpLite Red fluorescence. activity change, negative = inhibition, % at 58.2 µM, hits read low. 0.67% of 290,000 active; in the data active = activity change below about -30%; also: % is scaled to controls: 0 for no effect and ±100 for the full control effect
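Fluorescence at 525 nm excitation and 598 nm emission measured inhibition of the coupled detection system without aldolase. Compounds (at 57.5 uM final) were preincubated 10 min at room temperature with coupling enzyme reagent before a 20 min substrate/AmpLite Red step.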
CXXC DNA block – blocks binding of human MLL CXXC domain to DNA. AID 2662. 0.037% of 290,000 active. MLL-CXXC / FITC-HOXA9 DNA fluorescence polarization. Q03164. Potency, µM (top dose mostly 115 µM), inactives show at the highest dose activity change, negative = inhibition, actives largely listed as inhibitors; active = well fitted inhibition curve with a large enough effect in the polarisation, with a control signal flat, not every such curve was filed as active; inconclusive = small, poorly fitted or top-dose-only effect, or effect the other way, or a change in a side signal; inactive = no such curve, though single readings can be large or run the other way; the % refers to the polarisation; also: potency is read from the fitted curve at half-maximal effect
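Steps: dispense CXXC domain solution (7 uM) → pin compounds or unlabeled HOX-A9 DNA control → 5 min ambient → add FLSN-HOX-A9 solution (50 nM) → spin → 30 min ambient → fluorescence polarization. Tris pH 7.5/NaCl/DTT/BSA buffer.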
TRPV1 ag – human TRPV1 agonism. Q8NER1. TRPV1-expressing cells, Fluo-8 calcium influx, agonist mode. activation, % at 8.33 µM. 0.19% of 320,000 active; in the data active = activation above about 80%; inconclusive = between about 30% and that limit; also: 0% is about no effect
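Fluo-8 calcium influx in TRPV1-expressing cells, kinetic read (ex 480/em 520 nm). Compound added and read 3 min for agonist activity, followed by capsaicin at EC20 final and 2 min further read for enhancement.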
MBNL1-CUG inh – MBNL1-poly(CUG) RNA binding inhibition; Potency, µM (top dose mostly 57.5 µM), for inactives: at the highest dose activity change, negative = inhibition, usual class: inhibitors; Q9NR56; TR-FRET MBNL1-His/biotin-(CUG)12 binding, 665/545 ratio; 0.036% of 280,000 active; active = well fitted inhibition curve with a large enough effect in the signal ratio, with a control signal flat, not every such curve was filed as active; inconclusive = small, poorly fitted or top-dose-only effect, or effect the other way, or a change in a side signal; inactive = no such curve, though single readings can be large or run the other way; the % refers to the signal ratio; also: potency is read from the fitted curve at half-maximal effect; % is scaled to controls: 0 for no effect and ±100 for the full control effect
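Compound titration spanned 92 nM–58 uM against the MBNL1-His/biotin-(CUG)12 complex. After 60 min at room temperature with 5 nM streptavidin-XL665 and 0.055 ng/ul terbium anti-His, ratiometric 665/545 nm emission (Ex 340 nm) normalized to controls.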
A-T KAP1 phos – potential ataxia-telangiectasia treatment. […] A-T fibroblasts, KAP-1 phosphorylation AlphaLISA; neocarzinostatin DNA damage 30 min before lysis. AID 485349. 0.19% of 320,000 active. Potency, µM (titrated, usually from 57.5 µM), for inactives: top-dose activation, hits mostly activators; also: potency is read from the fitted curve at half-maximal effect; % of control where 0% means no effect; nearly all actives have a fitted effect of over 45% in size
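hTERT-immortalized A-T patient fibroblasts ([…]), 500 cells/well in OPTI-MEM, 1% FBS, got compounds for 60 min, then NCS for 30 min at 37C. Lysates were then assayed for phospho-KAP-1 by AlphaLISA (anti-pKAP1 donor, anti-KAP1 acceptor beads), 6 hr at 25C.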
GALK inh – inhibitors of human galactokinase; Potency, µM (doses to about 57.5 µM), without a hit: at the highest dose activity change, negative = inhibition, hits mostly inhibitors; 0.007% of 270,000 active; Purified GALK, Kinase-Glo residual ATP luminescence; AID 1868; also: potency is read from the fitted curve at half-maximal effect; % is scaled to controls: 0 for no effect and ±100 for the full control effect
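5 nM enzyme, 35 uM ATP, 100 uM galactose, 20 mM HEPES pH8.0, 5 mM MgCl2; 1 h RT; residual ATP by Kinase-Glo Plus luminescence, qHTS format.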
KCNH2 WT inh – blocks the wildtype human KCNH2 potassium channel; Q12809; U2OS, BacMam KCNH2, thallium flux FluxOr; active compounds read low; activity change, % at 1.84 µM; 0.37% of 340,000 active;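 active = maximum activity change below -70%; inconclusive = maximum activity change between -70% and -50%; inactive = maximum activity change above -50%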; also: % is scaled to controls: 0 for no effect and ±100 for the full control effect
Target sequence (Q12809 whole entry, looked up): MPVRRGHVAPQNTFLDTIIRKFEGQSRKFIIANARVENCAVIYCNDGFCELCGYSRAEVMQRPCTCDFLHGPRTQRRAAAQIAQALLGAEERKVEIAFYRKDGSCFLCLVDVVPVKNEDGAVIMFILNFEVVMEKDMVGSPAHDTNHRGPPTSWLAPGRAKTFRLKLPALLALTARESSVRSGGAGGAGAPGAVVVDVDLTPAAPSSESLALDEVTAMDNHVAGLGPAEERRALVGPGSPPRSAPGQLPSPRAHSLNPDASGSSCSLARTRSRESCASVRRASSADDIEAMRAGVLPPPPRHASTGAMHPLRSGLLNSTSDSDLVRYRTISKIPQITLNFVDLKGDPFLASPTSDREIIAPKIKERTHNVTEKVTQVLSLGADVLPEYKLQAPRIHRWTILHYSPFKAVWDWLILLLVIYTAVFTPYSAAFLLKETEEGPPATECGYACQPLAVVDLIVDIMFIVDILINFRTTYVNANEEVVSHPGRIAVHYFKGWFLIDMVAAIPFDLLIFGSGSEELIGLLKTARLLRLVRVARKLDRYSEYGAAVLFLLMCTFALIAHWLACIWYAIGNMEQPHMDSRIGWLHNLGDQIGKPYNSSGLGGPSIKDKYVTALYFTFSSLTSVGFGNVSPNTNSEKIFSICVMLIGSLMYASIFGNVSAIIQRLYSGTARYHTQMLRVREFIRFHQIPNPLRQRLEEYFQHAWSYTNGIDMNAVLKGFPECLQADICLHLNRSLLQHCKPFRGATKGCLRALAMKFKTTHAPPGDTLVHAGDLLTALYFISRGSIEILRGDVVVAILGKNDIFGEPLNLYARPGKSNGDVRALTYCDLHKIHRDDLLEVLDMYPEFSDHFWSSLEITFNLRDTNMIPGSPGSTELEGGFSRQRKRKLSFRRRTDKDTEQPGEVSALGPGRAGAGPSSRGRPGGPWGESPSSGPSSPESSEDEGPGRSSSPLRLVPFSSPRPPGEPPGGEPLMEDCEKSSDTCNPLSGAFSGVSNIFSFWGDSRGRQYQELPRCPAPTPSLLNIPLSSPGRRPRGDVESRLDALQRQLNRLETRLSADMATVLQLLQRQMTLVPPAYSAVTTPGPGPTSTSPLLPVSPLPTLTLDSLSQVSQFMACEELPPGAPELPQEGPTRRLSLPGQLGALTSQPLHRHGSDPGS
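U2OS cells transduced with wild-type KCNH2 virus are loaded with FluxOr dye for 45 min, and thallium flux is measured in kinetic reads before and after stimulation buffer. Rate constants are normalized to DMSO controls.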
S-ASM inh – human S-ASM enzyme inhibition; P17405; placental ASM, HMU-PC fluorogenic substrate, 60 min; Potency, µM (doses to about 57.5 µM), inactives show at the top dose activity change, negative = inhibition, hits mostly inhibitors; 0.006% of 340,000 active; AID 504937; also: potency is read from the fitted curve at half-maximal effect
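HMU-PC0 cleavage (9 uM final) by human placental ASM, 60 min at 37 °C following 10 min compound exposure at RT; stopped at pH 10, fluorescence Ex 386/Em 447 nm.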
KCNH2 3.1 block – KCNH2 3.1 (human) potassium channel inhibition; 0.95% of 340,000 active; activity change, % (tested at about 1.8 µM); U2OS KCNH2 3.1, thallium flux FluxOr; active compounds read low;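 active = maximum activity change below -70%; inconclusive = maximum activity change from -70% to -50%; inactive = maximum activity change above -50%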;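 also: thallium influx rate constant from kinetic fluorescence after stimulation buffer; % is scaled to controls: 0 for no effect and ±100 for the full control effect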
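Virally transduced U2OS (3.1 isoform, 4 h infection in dark at RT) → overnight 37 C → FluxOr + Red40 in HBSS/HEPES, 45 min → stimulation buffer, 2 min kinetic read → rate constant vs DMSO controls.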
a7 integrin act – activators of alpha7 integrin expression for muscular dystrophy; alpha7betagal myoblasts, beta-gal FDG fluorescence, 48 h; Potency, µM (top dose mostly 38.3 µM), for inactives: top-dose activation, hits mostly activators; 0.064% of 350,000 active;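 also: potency is read from the fitted curve at half-maximal effect; 100% = response of the positive control SU9516; nearly all actives have a fitted effect of over 60% in size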
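alpha7betagal+/- myoblasts (passage 13, 250/well) treated 48 h at 37C with compounds at 1:260 dilution of DMSO stock. Lysed, then beta-galactosidase activity read as FDG fluorescence (ex 480/em 540) after 30 min, with pre-read for autofluorescence.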
Active calls of the source: *; ? = inconclusive; · = no result given; [ ] = dose if it differs, or a comment. Unless noted, calls follow the shape of the dose curve; as a rule, active = well fitted curve in the direction sought with a large enough effect; inconclusive = small, poorly fitted or top-dose-only effect, or another doubt; inactive = no such curve, though single readings can be large; an effect the other way counts as inactive or inconclusive. The order is random; about 2% have a hit in one of these screens.

SMILES	Coupling enz	CXXC DNA block	TRPV1 ag	MBNL1-CUG inh	A-T KAP1 phos	GALK inh	KCNH2 WT inh	S-ASM inh	KCNH2 3.1 block	a7 integrin act
CCC(CO)Oc1cc(NCc2ccc(Cl)cc2)c2ncn(C(C)C)c2c1 (configuration not stated)	·	·	·	·	-4%	·	-2	-1%	-6	-4%
COC(=O)c1[nH]c2ccccc2c1NC(=O)/C=C/c1ccc2c(c1)OCO2	2	16%	3	-7%	4%	0%	-3	-19%	14	18%
Cc1ccccc1OCC(=O)NCCCNC(=O)c1ccco1	0	4%	-1	-5%	-2%	-1%	13	6%	-7	-4%
CCn1c(CNC(=O)c2cc(OC)c(OC)c(OC)c2)cc2ccccc21	-1	-2%	0	-6%	-2%	-2%	5	-3%	-3	0%
Cc1cc(C)n(-c2nc3ccccc3c(=O)n2OCC(=O)OCc2ccccc2)n1	-1	0%	22	4%	13%	1%	-2	-3%	-7	-26%
CN(C)C(=O)N1CCCC(C(=O)NCc2ccccc2Cl)C1 (configuration not stated)	1	-1%	2	-3%	7%	0%	-2	8%	-27	6%
CC(NC=C1C(=O)OC(C)(C)OC1=O)C(=O)O (configuration not stated)	0	5%	-5	-7%	0%	1%	·	2%	5	?
CCc1ccc(C(=O)C(C)OC(=O)c2nn(C)c(=O)c3ccccc23)cc1 (configuration not stated)	·	·	1	·	-2%	·	-31	-21%	0	17%
COc1ccccc1NS(=O)(=O)c1ccc2oc(SC)nc2c1	0	2%	0	-6%	4%	-3%	-7	-1%	-25	0%
COc1cc(Cl)ccc1OCc1cc(C(=O)N(C)Cc2nnc(C)o2)no1	·	-4%	-1	4%	8%	0%	3	·	-7	3%
O=[N+]([O-])c1ccc(NCCOc2ccccc2Cl)nc1	-1	-3%	7	?	0%	0%	-3	-9%	-11	?
O=C1OC(/C=C/c2ccccc2)=NC/1=C\c1cccnc1	10	-16%	-2	6%	-11%	4%	4	6%	11	34%

Next section, starting with the last two of the part before.
SMILES	Coupling enz	CXXC DNA block	TRPV1 ag	MBNL1-CUG inh	A-T KAP1 phos	GALK inh	KCNH2 WT inh	S-ASM inh	KCNH2 3.1 block	a7 integrin act
O=[N+]([O-])c1ccc(NCCOc2ccccc2Cl)nc1	-1	-3%	7	?	0%	0%	-3	-9%	-11	?
O=C1OC(/C=C/c2ccccc2)=NC/1=C\c1cccnc1	10	-16%	-2	6%	-11%	4%	4	6%	11	34%
Cc1ccc(C)c(SCC(=O)OCC(=O)NCc2ccccc2)c1	-5	1%	?	-3%	7%	3%	-2	2%	·	-14%
O=c1cc(O)n(Cc2ccc(F)cc2)c(=O)[nH]1	7	12%	1	-3%	-8%	·	-9	4%	-2	10%
COCCn1c(SCC(=O)Nc2ccc(NC(=O)c3ccco3)c(OC)c2)nc2ccccc2c1=O	-2	7%	-2	0%	3%	1%	5	161%[activator]	-6	28%
O=C(CCNS(=O)(=O)c1cccs1)NC1CCN(Cc2ccccc2)CC1	-1	-3%	0	-10%	-1%	4%	6	5%	12	-19%
Cc1ccc(-n2ncc3c2CCCC3NC(=O)c2ccoc2)cc1C (configuration not stated)	0	4%	21	-2%	11%	-2%	-1	3%	?	-8%
COc1ccc(N(C(=O)c2ccco2)S(=O)(=O)c2cccs2)cc1	3	226%[activator]	0	12%	5%	4%	-5	3%	-7	22%
Cc1cc(C(F)(F)F)n(-c2nc(C(=O)NN)cs2)n1	-1	9%	-1	-1%	2%	-1%	-7	-1%	14	15%
CCOc1ccc(N(CC(=O)NCCc2ccccc2)S(=O)(=O)c2ccccc2)cc1	1	-2%	13	-8%	5%	-2%	3	-5%	-2	-19%
COc1cccc(NC(=O)C2C3C=CC(O3)C2C(=O)NCc2cccnc2)c1 (configuration not stated)	-2	-11%	3	1%	·	0%	-1	4%	7	-14%
CCCC(=O)N1CC(=O)Nc2ccc(F)cc2C1c1ccccc1 (configuration not stated)	3	12%	-1	-5%	3%	3%	1	0%	-87*	-23%
Nn1c(SCC(=O)Nc2ccc3c(c2)OCCO3)nnc1-c1cccnc1	2	12%	2	-4%	-1%	-2%	-10	0%	3	-6%
COC(=O)C1CCN(C(=O)CSc2nnc(-c3ccccc3)o2)CC1	·	·	16	·	0%	·	-8	-1%	1	-4%
O=C(COC(=O)COc1cccc(Br)c1)Nc1c(Cl)cccc1Cl	-3	8%	4	·	4%	0%	-189*	-1%	5	10%
COc1ccc(OC)c(NC(=O)c2ccc(S(=O)(=O)N3CCOCC3)cc2)c1	-1	-6%	3	-2%	1%	8%	5	0%	-1	-17%
CC(C)(C)NC(=O)CC(c1ccccc1)c1ccccc1O (configuration not stated)	3	6%	4	-6%	0%	0%	0	6%	-17	2%
COc1cc(/C=C/C(=O)OCC(=O)NC(=O)NC(C)C)cc(S(=O)(=O)N2CCc3ccccc32)c1OC	-4	9%	-6	8%	0%	-2%	-11	-8%	-5	-33%
CCOc1ccc(S(=O)(=O)NC2=NCCCCC2)cc1	·	·	2	·	3%	·	12	2%	3	16%
CC(O)c1nc2ccccc2n1C1CCCCC1 (configuration not stated)	2	2%	1	?	-1%	1%	-9	-1%	4	-20%
Cc1ccccc1CSc1nc2c(c(=O)[nH]1)CCCC2	5	12%	4	-3%	1%	0%	·	·	·	·
Clc1ccc(-c2ccccc2)nn1	1	-6%	-3	4%	-7%	14%	0	0%	-3	-10%
CC(=O)C[C@H](O)CC(=O)[C@H]1OC(=O)[C@H](C)CCCCc2ccccc21	·	·	·	·	-48%	·	-2	6%	-8	28%
COc1ccc2c(c1)c(C(C)=O)c(C)n2CCc1ccccc1	4	10%	?	-4%	1%	1%	1	-8%	4	1%
COc1ccc(-c2cc(C(=O)Nc3c(C)n(C)n(-c4ccccc4)c3=O)no2)cc1OC	0	-4%	0	2%	-1%	1%	-6	0%	5	-6%
Cc1nn(CC(=O)NCCc2ccco2)c(=O)c2nn(-c3ccccc3)c(C)c12	1	-13%	2	0%	0%	-1%	8	-2%	-10	-8%
CCOC(=O)c1cc(C)sc1NC(=O)C1CCC1	1	-6%	2	-6%	3%	-2%	-6	-3%	10	-26%
CCOc1ccc(NC(=O)c2[nH]c(C)c(C(C)=O)c2C)cc1	0	11%	10	-1%	6%	-3%	-14	-3%	5	16%
CCn1nnc(-c2ccccc2NC(=O)c2cc(OC)cc(OC)c2)n1	2	-1%	?	2%	13%	0%	-3	-3%	-8	2%
Cc1nnc2n(Cc3ccccc3)c(=O)c3c4c(sc3n12)COC(C)(C)C4	3	4%	?	-10%	14%	3%	6	1%	-1	-22%
CC(=O)c1cccc(N(CC(=O)Nc2ccc(F)cc2)S(C)(=O)=O)c1	5	12%	-3	-5%	7%	1%	2	1%	3	-19%
CC1Oc2ccccc2OC1C(=O)Nc1ccccn1 (configuration not stated)	1	-5%	6	?	5%	-4%	3	3%	-4	1%
CCCCS(=O)(=O)N1CCC(C(=O)Oc2ccc(Cl)cc2)CC1	-1	-7%	2	-5%	4%	5%	6	-2%	3	?
COc1ccc(C(=O)/C=C/c2ccccc2)c(O)c1	0	6%	?	-3%	?	-1%	-3	18%	-2	-5%
Cc1cc(OCCCCN2C(=O)NC(C)(C)C2=O)ccc1[N+](=O)[O-]	0	0%	?	3%	5%	-1%	-4	-2%	?	-8%
COC(=O)c1sc(N2C(=O)C(O)=C(C(=O)c3ccc(C)o3)C2c2ccc(OC)c(OC)c2)nc1C (configuration not stated)	·	-1%	1	21%	8%	-4%	12	6%	18	-27%
CCn1ccnc1CN(C)C(=O)CCc1nnc(CCCc2ccccc2)o1	-2	-28%	-1	-2%	0%	3%	16	-2%	12	1%
CCOC(=O)Cn1c(=O)c2c(nc3n2CCCN3Cc2ccccc2)n(C)c1=O	0	11%	11	2%	-2%	·	1	10%	-3	5%
CNc1ccc(Br)cc(C(=O)/C=C/c2cccc(OC)c2)c1=O	-29	0%	-4	21%	·	-3%	7	-7%	8	-70%[inhibitor]
Cc1cccc(OCCCC(=O)NCC(=O)Nc2cccc(C)c2C)c1	1	-6%	3	-2%	-4%	1%	10	-1%	2	-27%
CCOC(=O)CCCC(=O)N1CCOCCOCCN(C(=O)CCCC(=O)OCC)CCOCCOCC1	-3	-9%	24	-9%	1%	11%	6	1%	-1	-20%
CCOC(=O)NC1(C(F)(F)F)NC(=O)N(Cc2ccco2)C1=O (configuration not stated)	2	1%	2	2%	4%	0%	6	18%	-17	-14%[7.66 µM]
COCc1cc(C)n(CC(=O)Nc2ccc(N3CCOCC3)cc2)c(=O)c1C#N	·	·	-6	·	-17%	·	-3	-1%	-1	-9%
Cc1ccc2c(c1)cc1c(=O)n(CC(=O)NCCN3CCCC3)nc(C)n12	·	-14%	-1	8%	-5%	-1%	3	4%	-30	-13%

Assay outcomes (PubChem BioAssay)
